Assay outcomes from PubChem BioAssay.
mcGAS inh: blocks mouse cGAS activity; Q8C6L5; recombinant cGAS, Kinase-Glo ATP depletion luminescence; inhibition, % at 12.5 µM; hit rate 0.15% among 160,000; AID 1259399;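 further: 0% = negative control wells and 100% = reference inhibitor with no enzyme activity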
NPYLR7 ag: activates Aedes aegypti NPYLR7 receptor; activation, % at 10 µM; hit rate 0.15% among 270,000; HEK293T NPYLR7/Galpha15, GCaMP6s calcium fluorescence; in the data active means activation above about 40%;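 further: 0% = vehicle and 100% = reference agonist at the receptor; some compounds past the cut are filed as inactive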
hcGAS inh: inhibitors of human cGAS | Q8N884 | recombinant h-cGAS, ATP depletion, Kinase-Glo luminescence | inhibition, % at 12.5 µM | hit rate 0.081% among 290,000 | AID 1259398;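 further: 0% = vehicle reaction and 100% = reaction without DNA for no activity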
Target sequence (Q8N884 whole entry, looked up): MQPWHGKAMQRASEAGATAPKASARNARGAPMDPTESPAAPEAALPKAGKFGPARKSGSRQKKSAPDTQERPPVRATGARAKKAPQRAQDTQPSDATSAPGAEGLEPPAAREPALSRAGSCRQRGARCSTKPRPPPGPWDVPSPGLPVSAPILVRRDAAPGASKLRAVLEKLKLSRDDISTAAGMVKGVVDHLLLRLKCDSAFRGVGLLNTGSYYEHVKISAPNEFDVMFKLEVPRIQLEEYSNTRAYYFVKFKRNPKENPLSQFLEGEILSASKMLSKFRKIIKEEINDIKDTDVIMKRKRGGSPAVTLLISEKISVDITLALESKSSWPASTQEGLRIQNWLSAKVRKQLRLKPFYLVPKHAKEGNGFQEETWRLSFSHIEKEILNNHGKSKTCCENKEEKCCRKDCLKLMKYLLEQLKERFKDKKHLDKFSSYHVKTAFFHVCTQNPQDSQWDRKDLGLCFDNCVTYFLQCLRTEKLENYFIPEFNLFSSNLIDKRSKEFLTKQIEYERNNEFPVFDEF
Active calls of the source: *; nt = no result given; & = joins results of further samples. Unless noted, no stated cut-off is given here; in the data, active means inhibition above about 40%; inactive means the rest. Not a hit list. Share with any hit: about 0.27%.

no. | SMILES | mcGAS inh | NPYLR7 ag | hcGAS inh
1 | CC1C(=O)N(c2ccc(F)c(Cl)c2)CCN1C(=O)c1ccc2c(c1)OCO2 (centres undefined) | -4 | 1 | -6
2 | COc1cc(OC)cc(C2c3cccn3CCCN2CCC(C)C)c1 (centres undefined) | -5 | 28 | -5
3 | COCCNC(=O)c1cccc(OC2CCN(Cc3cc4ccccc4o3)CC2)c1 | nt | 5 | -8
4 | COc1cc(OC)cc(-n2c(CCC(=O)NC3CCCc4ccccc43)cc3c2-c2ccccc2CC3)c1 (centres undefined) | -9 | 1 | -7
5 | Fc1ccc(-c2[nH]ncc2CNCCCc2nc3ccccc3[nH]2)cc1 | -11 | 17 | -6
6 | Nc1ccc(N2CCCCC2)c(S(=O)(=O)Nc2ccccc2Cl)c1 | nt | 4 | -6
7 | C[C@@H]1CN(C(=O)NC2CCCCC2)CC[C@@]1(O)C1CCOCC1 | 0 | nt | 0
8 | Cc1noc(-c2cccc(C(F)(F)F)c2)c1C(=O)NCc1ccc(F)cc1F | 2 | 5 | -3
9 | N#CCC[P+](c1ccccc1)(c1ccccc1)c1ccccc1 | nt | -2 | 2
10 | CCOCCOc1nc(-c2cccs2)n(-c2ccc(NC(=O)C3CCC3)cc2)n1 | -4 | 19 | -2
11 | Cc1cc(C(=O)NC2CCSc3c(F)cccc32)cc(S(=O)(=O)N(C)C)c1C (centres undefined) | nt | 2 | -6
12 | c1ccc(-c2nc3ncccn3c2CN2CCCC2c2ccccn2)cc1 (centres undefined) | -12 | -1 | -8
13 | NC(=O)C1CCN(C(=O)c2ccc(OCc3ccncc3)cc2)CC1 | nt | 10 | -7
14 | CSc1ccc(-c2nccn2CCn2nc(C)cc2C)cc1 | -12 | 1 | -6
15 | Nc1ncccc1OCc1nc(COc2ccccc2)no1 | -8 | 2 | -2
16 | N#Cc1ccc(C(=O)N2CCC(n3c(=O)oc4ccc(F)cc43)CC2)cc1 | -10 | 5 | -10
17 | COc1ccc(C(=O)N2CCN(c3nc(-c4cccc(F)c4)nc(C)c3C)CC2)c(OC)c1 | -5 | 2 | 10
18 | Cc1nn(-c2cccc(F)c2)c(N2CCN(C)CC2)c1CN(CCC(C)C)C(=O)c1ccccc1Br | -6 | -3 | -9
19 | Cc1nn(CC(=O)NC2C3CC4CC(C3)CC2C4)c(=O)c(C#N)c1C (centres undefined) | -3 | -2 | -4
20 | C=C(C)c1ccccc1NC1=NS(=O)(=O)c2ccccc21 | 1 | -5 | 2
21 | O=C(CC1CCN(Cc2ccccc2)CC1)Nc1cnc2n1CCCC2 | -12 | 12 | -8
22 | COc1cc(C(=O)N2Cc3cc4c(cc3C3(CCCC3)C2)OCCO4)cc(OC)c1OC | -5 | 6 | -4
23 | COc1ccc(S(=O)(=O)Nc2ccc(Nc3ccc(-n4ccc(C)n4)nn3)cc2)cc1 | -10 | -7 | -8
24 | COc1ccc(O)c(C2CC(=O)Nc3c2cnn3Cc2ccccc2OC)c1 (centres undefined) | nt | 3 | 0
25 | Cc1c(NC(=S)NCCO)c(=O)n(-c2ccccc2)n1C | -4 | -11 | -3

Continuation.
no. | SMILES | mcGAS inh | NPYLR7 ag | hcGAS inh
26 | COC(=O)CCCCCCCCC(=O)N1CCC[C@H]1C(=O)N1CCC(C(=O)N2CCOCC2)CC1 | -8 | 33 | -6
27 | Cc1nc(-c2cccc(C(=O)NCCc3sc(C)nc3C)c2)n[nH]1 | nt | 1 | -5
28 | Cc1oc(-c2ccc3ccccc3c2)nc1Cn1cccn1 | nt | 15 | -9
29 | Cc1ccccc1CN1CCCC(c2nn(C)c(=O)n2-c2ccccc2)C1 (centres undefined) | nt | 17 | 1
30 | CCCCOc1ccc(NC(=O)N2CC(=O)N3CCc4cc(OC)c(OC)cc4C3C2)cc1 (centres undefined) | -7 | -4 | -5
31 | CC1=CC[C@@H]2CN(C(=O)c3c(-c4ccccc4)noc3C)C[C@@H]2C1 | -14 | 6 | -5
32 | CCN(C(=O)CCCNC(=O)c1ccc(Cl)cc1)c1ccc(OC)nc1 | -6 | 1 | -5
33 | COc1ccc(Cl)cc1S(=O)(=O)NCc1ccc(C)cc1 | -7 | 3 | -8
34 | OC[C@H]1CCN(c2nccc3occc23)C[C@H]1O | -13 | 19&2 | 4&-3
35 | CC1CN(c2cc(Oc3ccc(Cl)cc3)ncn2)CCN1C(=O)COc1ccccc1 (centres undefined) | -4 | -10 | -4
36 | COc1ccc(-c2csc(=Nc3cc(F)ccc3F)n2CC2CCCO2)cc1 (centres undefined) | -5 | -5 | -10
37 | COc1cccc(CCc2nc3ccccc3c(=O)n2N)c1 | nt | 24 | -3
38 | COCCCN(Cc1csc(COc2cc(C)cc(C)c2)n1)C(=O)c1ccc2c(c1)OCO2 | -7 | 16 | 0
39 | COc1cc(Cl)c(C)cc1NC(=O)Cn1nc(SC)c(-c2nc(-c3ccccc3)no2)c1N | 3 | -20 | 6
40 | O=C1CC2(CCN(C(=O)C/C=C/c3ccccc3)CC2)CN1 | -14 | -5 | -8
41 | CN1CCC(NC2CC(=O)N(CCc3cccc(Cl)c3)C2)CC1 (centres undefined) | nt | 10 | -7
42 | COc1ccccc1N1CCN(c2ccc(NC(=O)Nc3cc(C(F)(F)F)cc(C(F)(F)F)c3)cc2C(=O)NCc2ccccc2)CC1 | -3 | nt | 2
43 | COc1cccc(-c2cc(-c3ccc(C(=O)NCC4CCCO4)cc3)[nH]n2)c1 (centres undefined) | -5 | 5 | -1
44 | Cc1cc(=O)n(CC(=O)Nc2cccc([N+](=O)[O-])c2)c(-n2nc(C)cc2C)n1 | -4 | 5 | -2
45 | Oc1cccc(-c2cn(CC3(c4cccc(F)c4)CCOCC3)nn2)c1 | nt | 32 | -6
46 | Cc1nccnc1N1CCC(n2cc(C(=O)NCC(C)C)nn2)CC1 | nt | -1 | -6
47 | COc1ccc(-c2cc(NC=O)c3ncc(-c4ccccc4)n3c2)cc1OC | -6 | -4 | -8
48 | CC(C)NC(=O)C(C1CCCC1)N1CCN(C(=O)Nc2cccc(Cl)c2)CC1 (centres undefined) | -5 | -8 | -7
49 | CCC(Oc1ccccc1Cl)C(=O)Nc1cccnn1 (centres undefined) | -17 | 2 | -5
50 | CCc1cc(=O)[nH]c(-n2nc(C)cc2NC(=O)C2CC(=O)N(c3ccc(C)cc3)C2)n1 (centres undefined) | -7 | 3 | -10

For reference, part of the list above.
no. | SMILES | mcGAS inh | NPYLR7 ag | hcGAS inh
26 | COC(=O)CCCCCCCCC(=O)N1CCC[C@H]1C(=O)N1CCC(C(=O)N2CCOCC2)CC1 | -8 | 33 | -6
27 | Cc1nc(-c2cccc(C(=O)NCCc3sc(C)nc3C)c2)n[nH]1 | nt | 1 | -5
28 | Cc1oc(-c2ccc3ccccc3c2)nc1Cn1cccn1 | nt | 15 | -9
29 | Cc1ccccc1CN1CCCC(c2nn(C)c(=O)n2-c2ccccc2)C1 (centres undefined) | nt | 17 | 1
30 | CCCCOc1ccc(NC(=O)N2CC(=O)N3CCc4cc(OC)c(OC)cc4C3C2)cc1 (centres undefined) | -7 | -4 | -5
31 | CC1=CC[C@@H]2CN(C(=O)c3c(-c4ccccc4)noc3C)C[C@@H]2C1 | -14 | 6 | -5
32 | CCN(C(=O)CCCNC(=O)c1ccc(Cl)cc1)c1ccc(OC)nc1 | -6 | 1 | -5
33 | COc1ccc(Cl)cc1S(=O)(=O)NCc1ccc(C)cc1 | -7 | 3 | -8
34 | OC[C@H]1CCN(c2nccc3occc23)C[C@H]1O | -13 | 19&2 | 4&-3
35 | CC1CN(c2cc(Oc3ccc(Cl)cc3)ncn2)CCN1C(=O)COc1ccccc1 (centres undefined) | -4 | -10 | -4
36 | COc1ccc(-c2csc(=Nc3cc(F)ccc3F)n2CC2CCCO2)cc1 (centres undefined) | -5 | -5 | -10
37 | COc1cccc(CCc2nc3ccccc3c(=O)n2N)c1 | nt | 24 | -3

Next part.
no. | SMILES | mcGAS inh | NPYLR7 ag | hcGAS inh
51 | O=C(NCc1ccccc1)C1COC2(CCN(C(=O)c3cccc(Cl)c3)CC2)N1C(=O)c1cccc(F)c1 (centres undefined) | -5 | 2 | -4
52 | O=C(CSc1nc2ccccc2s1)NNC(=S)NC1CCCCC1 | -1 | 9 | -4
53 | Cc1nccn1CCC1CCCCN1C(=O)CN1C[C@@H](C)O[C@@H](C)C1 (some centres undefined) | nt | 16 | 1
54 | Cc1oc2c(CN3CCN(C4CCS(=O)(=O)C4)CC3)c(O)ccc2c(=O)c1-c1ccccc1 (centres undefined) | nt | 7 | -7
55 | COc1ccc(-c2ccccc2OC(C)C(N)=O)c(OC)c1 (centres undefined) | -19 | 7 | -6
56 | COc1ccc(/C=C/CN2CCCCC2c2ccccn2)cc1 (centres undefined) | nt | 18 | -2
57 | COc1ccc(C(CC(=O)N(C)Cc2cnccn2)c2ccccc2)cc1 (centres undefined) | -10 | 16 | -6
58 | CCC1(C2CCN(Cc3ccc(OC)cc3O)CC2)NC(=O)N(CCc2scnc2C)C1=O (centres undefined) | -12 | 21 | -5
59 | O=C(O)c1cnn(-c2ccc(Cl)cc2)n1 | nt | 14 | -5
60 | O=C(NC1CC(=O)N(C2Cc3ccccc3C2)C1)c1cn2ccsc2n1 (centres undefined) | nt | 7 | -8
61 | C=CCNC(=O)c1cnc(N2CCN(c3cc(Cl)ccc3OC)CC2)nc1OC | -3 | nt | -2
62 | Cc1cccc(NC(=O)N2CCC(Cc3ccc(F)cc3)CC2)c1 | -5 | 1 | -6
63 | CSc1nc(NC(C)C)c2cnn(CCNC(=O)C34CC5CC(CC(C5)C3)C4)c2n1 | -6 | nt | -2
64 | COc1ncccc1NC(=O)N(C)Cc1ccc(Cl)s1 | nt | 7 | -5
65 | COc1ccccc1/C=C1N=C(/C=C/c2ccc(Cl)cc2)OC/1=O | -3 | 6 | -7
66 | COc1ccc2[nH]c3c(c2c1)CCN(C(=O)c1ccc(OC(F)(F)F)cc1)C3c1ccc(-c2ccccc2C(F)(F)F)o1 (centres undefined) | -8 | 25 | 2
67 | Oc1cc(OCCN2CCN(Cc3ccc4c(c3)OCO4)CC2)ccc1-c1[nH]ncc1-c1ccccc1 | -10 | 3 | -6
68 | Cc1cccc(S(=O)(=O)NC(=O)C2(C)CCN2C(=O)Cc2cccs2)c1 (centres undefined) | -3 | -4 | -9
69 | O=C(Nc1ccccc1F)c1c(O)c2ccccc2[nH]c1=O | -4 | 26 | 3
70 | Cc1cccc(-c2nc(C)c(C(C)C)c(N3CCN(C(=O)COCc4ccccc4)CC3)n2)c1 | -8 | 2 | -3
71 | CC(C)(C)c1ccc(S(=O)(=O)NCCOCC(F)(F)C(F)F)cc1 | nt | -16 | -7
72 | CC(Cl)=CCSc1nc2c(c(=O)[nH]c(=O)n2C)n1Cc1cccc(C)c1 | -5 | 11 | -5
73 | Cc1ccc(-n2c(SCC(=O)OCc3ccccc3)nc3c(c2=O)SCC3)cc1 | nt | -1 | -9
74 | CCCNC(=O)N(CCN1CCOCC1)Cc1nccn1Cc1ccc(OC)cc1 | -1 | 4 | 9
75 | CC(C)CCCNc1nc(N2CCOCC2)nc(N2CCOCC2)n1 | nt | 5 | -7

Remaining list, next part
no. | SMILES | mcGAS inh | NPYLR7 ag | hcGAS inh
76 | CN(C)c1ccc(NC(=O)CC(NC(N)=O)c2ccccc2F)cn1 (centres undefined) | nt | -4 | -11
77 | CCc1cc(N(C)C)nc(SCc2cccc(C(=O)NCc3cccnc3)c2)n1 | 0 | -3 | 2
78 | CCN(CC)C(=O)Oc1ccc2c(ccn2Cc2ccc(C(F)(F)F)cc2)c1-c1ccc(F)c(Cl)c1 | -6 | 11 | -1
79 | CCn1c(C)cc(C(=O)O)c1C | nt | -7 | 0
80 | CNC(=O)[C@@]1(OCc2cccc(C(F)(F)F)c2)CC(OCc2ccc(F)cc2)[C@@H]2OC(C)(C)O[C@@H]2C1 (some centres undefined) | -3 | 29 | -5
81 | COc1ccc(C(C)=O)cc1CN1C(=O)C(C)ON=C1c1cccc(C)c1 (centres undefined) | nt | 3 | -4
82 | Cc1oc(-c2cc(F)ccc2F)nc1CN(Cc1cnn(C)c1)C(C)C | 0 | -8 | 2
83 | O=C(c1cccc2ccnn12)N1CCC(O)(Cn2ccnc2)CC1 | -14 | 5 | -5
84 | NC(=O)CCN1CCCC1C(N)=O (centres undefined) | nt | 1 | -10
85 | CC(=O)Nc1ccc(C(=O)N(C)Cc2ccsc2)cc1 | nt | 5 | -17
86 | CC(C)CCN(Cc1cc(F)ccc1F)Cc1cccn1Cc1ccc(C(F)(F)F)cc1 | -7 | 3 | -4
87 | CNc1nc2c(c(=O)n(C)c(=O)n2C)n1CCCc1ccccc1 | -7 | nt | -2
88 | Cn1c(SCC(=O)Nc2ccccc2)nnc1C1CC1 | nt | 6 | -8
89 | O=c1[nH]c(-c2ccnc(OCC(F)(F)F)c2)nc2sc3c(c12)CCCCC3 | -9 | 5 | -8
90 | COc1cccc(-c2nnc3ccc(OCCNC(=O)CC4CCCC4)nn23)c1 | -9 | 4 | -5
91 | Cc1c(NC(=O)Cc2ccccc2F)cccc1-n1cnnn1 | -13 | 1 | -7
92 | COc1ccc2c(c1)C1(SCCN1C(=O)c1cccs1)C(=O)N2Cc1ccccc1Cl (centres undefined) | -6 | 14 | -3
93 | C=CCN(Cc1ccc(C(F)(F)F)nc1)Cc1ccccc1OC | nt | 8 | -9
94 | CC(C)c1ccc(-c2noc(CN(C)c3ccccc3)n2)cc1 | nt | 0 | 1
95 | CCc1nc2c(OCc3cccc(OC)c3)cccn2c1N(C)C(=O)c1ccc2c(c1)OCO2 | 1 | -19 | 0
